Bioassay records as filed in PubChem BioAssay.
dFosB act: activators of mouse delta FosB homodimer. AID 493131. 340,000 tested, 0.99% active. purified delta FosB, TAMRA-CDK5 oligo fluorescence polarization; percent of positive-control signal above neutral wells. activation, % at 25 µM;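 active means mean activation above about 17%, with every replicate also reaching it, limit read from the data, passing the limit was not always enough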;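 further: fluorescence polarization rise as delta FosB binds a TAMRA Cdk5 AP-1 oligo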
Target sequence (P13346 whole entry, looked up): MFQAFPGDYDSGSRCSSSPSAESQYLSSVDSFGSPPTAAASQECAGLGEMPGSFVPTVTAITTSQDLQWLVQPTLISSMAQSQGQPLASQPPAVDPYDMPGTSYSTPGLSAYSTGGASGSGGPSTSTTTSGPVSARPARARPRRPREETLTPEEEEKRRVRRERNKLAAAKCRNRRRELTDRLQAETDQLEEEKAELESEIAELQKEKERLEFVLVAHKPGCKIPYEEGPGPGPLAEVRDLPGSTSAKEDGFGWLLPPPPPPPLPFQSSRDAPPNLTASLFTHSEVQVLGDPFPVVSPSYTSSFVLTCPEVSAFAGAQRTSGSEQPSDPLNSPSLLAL
SR-BI uptake up: enhances SR-BI lipid uptake from DiI-HDL. CHO ldlA[mSR-BI] cells, DiI-HDL uptake fluorescence, 3 h; 100 = double the neutral-control signal. activation, % at 12.5 µM. 320,000 tested, 0.096% active;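 active means mean replicate activation of at least 60% and every replicate at or above 60%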;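 further: 0% = median plate neutral-control signal and 100% = twice that signal; values of inactives mirror those of a sister screen read the other way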
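Test system: SR-BI-overexpressing, LDLR-lacking CHO cells; Also added: labelled HDL, 10 µg/mL; Measured by: bottom-read cell fluorescence after medium removal, ex 550/em 595 nm; Timing: 3 h uptake period with compound, 37 °C; Buffer or medium: F12, 0.5% BSA, 25 mM HEPES; Doses: single compound concentration, delivered by pin transfer.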
CDK5 inh: blocks human CDK5/p35 kinase activity; Q00535+Q15078; Recombinant CDK5/p35, ADP-Glo luminescence, 60 min; 330,000 tested, 0.01% active; AID 488839; inhibition, % at 10 µM;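 active means highest replicate inhibition of at least 50% and at least 75% of replicates reaching 50%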;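 further: plate controls were DMSO neutral control for no effect and GW8510 at 10 µM for full effect; many of its hits are not listed in these tables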
SR-BI HDL uptake: mouse SR-BI HDL lipid transfer inhibition; 320,000 tested, 0.96% active; AID 488896; ldlA[mSR-BI] CHO cells, DiI-HDL uptake fluorescence, 3 h; inhibition, % at 12.5 µM;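 active means mean replicate inhibition of at least 70% and a set share of replicates each scoring 70 or more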;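 further: 0% = median of neutral control wells and 100% = median of positive control wells; values of inactives mirror those of a sister screen read the other way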
PvdQ acylase: blocks Pseudomonas aeruginosa PvdQ acylase activity | purified PvdQ acylase, fluorescence plate reader | inhibition, % at 10 µM | 340,000 tested, 0.063% active; in the data active means inhibition above about 30%, passing the limit was not always enough;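 further: 0% = vehicle neutral wells and 100% = reference inhibitor wells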
MITF TRPM1 HTS: MITF TRPM1 promoter activation in melanoma cells; SK-MEL-5 TRPM1-promoter luciferase, 24 h; % of positive control, neutral wells = 0; AID 588334; activation, % at 12.5 µM; 300,000 tested, 0.75% active;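 active means mean activation of at least 80% with every replicate also reaching 80%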;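 further: 0% = neutral control wells and 100% = parthenolide positive control wells; values of inactives mirror those of a sister screen read the other way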
HTR5A ag: counter-screen for OPRM1-OPRD1 agonists: human HTR5A agonism | activation, % at 9.3 µM | P47898 | HTR5A agonist assay, luminescence, cell-based | 340,000 tested, 0.61% active; in the data active means activation mostly above about 9.5%, no sharp cut-off; inactive means mostly below about 7.6%;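 further: 0% = cells with vehicle only and 100% = reference agonist; strong numbers were not always called active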
Wnt bcat act: activators of Wnt/beta-catenin signaling. activation, % at 9.35 µM. Wnt/beta-catenin reporter cell assay, activator, plate reader. 300,000 tested, 1.2% active. AID 743398; in the data active means activation above about 30%, passing the limit was not always enough;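 further: 0% = neutral control wells and 100% = positive control wells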
Rtt109 HAT inh: C. albicans Rtt109 histone acetyltransferase inhibition | purified Rtt109/Vps75, ThioGlo CoA-SH fluorescence, 4 h | inhibition, % at 34.9 µM | 330,000 tested, 0.16% active;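 active means inhibition of at least 50% in every replicate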
Target sequence (Q5AAJ8 whole entry, looked up): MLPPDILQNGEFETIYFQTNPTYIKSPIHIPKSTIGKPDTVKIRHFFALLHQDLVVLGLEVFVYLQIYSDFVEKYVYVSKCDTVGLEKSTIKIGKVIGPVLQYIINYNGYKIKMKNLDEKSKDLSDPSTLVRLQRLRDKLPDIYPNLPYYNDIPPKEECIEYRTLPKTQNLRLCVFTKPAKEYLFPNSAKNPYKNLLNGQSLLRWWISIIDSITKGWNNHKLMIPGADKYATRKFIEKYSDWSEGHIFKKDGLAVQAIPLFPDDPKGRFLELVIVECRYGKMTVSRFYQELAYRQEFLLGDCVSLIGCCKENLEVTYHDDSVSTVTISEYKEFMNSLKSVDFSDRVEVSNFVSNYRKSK
RTF Ca sens act: increases calcium sensitivity of human cardiac regulated thin filaments. P19429+P45379. IANBD-labeled TnC RTF fluorescence at EC20 calcium; 0% EC20 calcium, 100% full calcium. activation, % at 7.2 µM. 340,000 tested, 0.24% active. AID 493008;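 active means activation above the mean over all tested compounds plus 3 SD, cut at about 30% in these data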;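 further: rise in fluorescence read as greater calcium sensitivity of cardiac thin filaments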
* hit, by the source's call; x = no result given; & = joins results of further samples. An unsorted share of the library, and some 4.4% of all compounds hit somewhere here.

Compound,dFosB act,SR-BI uptake up,CDK5 inh,SR-BI HDL uptake,PvdQ acylase,MITF TRPM1 HTS,HTR5A ag,Wnt bcat act,Rtt109 HAT inh,RTF Ca sens act
Oc1ccccc1CN1CCCC(N2CCN(c3cccc(C(F)(F)F)c3)CC2)C1 (stereo not drawn),-6,10,-0.8,-10,-9,x,1,2,-5,-3
Cc1ccc2nc(Cl)c(CN(Cc3cccs3)C(=O)C3CC3)cc2c1,-8,-37,0.8,37,-4,-4,-4,-3,-11,1
CCOc1ccc(NC(=O)CCNS(=O)(=O)c2ccc3c(c2)oc(=O)n3C)cc1,-3,13,1.0,-13,-6,-5,0,0,10,-1
CN(Cc1ccccc1)C(=O)CCn1c(=O)c2cccn2c2cccnc21,-11,-62,0.1,62,10,1,-3,-2,11,-7
O=C(c1ccccc1NS(=O)(=O)c1ccc(F)cc1)N1CCc2ccccc21,-8,19,1.8,-19,-7,8,0,x,-1,7
O=C(CSCc1ccccc1Br)N/N=C/c1ccc(OCC(=O)N2CCCCC2)cc1,4,15,-0.2,-15,7,2,-1,x,-3,-4
N=C1C(c2ccccc2)=C(O)CN1c1cccc(O)c1,-7,16,-4.5,-16,-10,-7,2,-11,3,3
Brc1ccc(OCc2nnc(SCC3CCCCC3)o2)cc1,0,25,0.9,-25,-2,13,5,-1,1,-6
Cc1c(Cl)cccc1NC(=S)NC1CCN(Cc2ccccc2)CC1,-12,-22,0.3,22,0,-17,3,-4,-2,-6
COc1cc(OC)c(C(=O)Nc2cc(Cl)ccc2-n2cncn2)cc1OC,-2,-81,-1.5,81*,-7,-16,5,0,2,4
CC(CCC(=O)O)C1CCC2C3C(O)CC4CC(O)CCC4(C)C3CC(O)C12C (stereo not drawn),-5,6,-0.6,-6,-1,-4,2,-1&-1,-5,0
O=[N+]([O-])c1ccc(N2CCN(c3ccccc3Cl)CC2)cn1,-5,x,1.8,x,-15,-18,1,0,8,-3
COc1ccc(CN2CCNC(=O)C2CC(=O)NCCCn2nnc3ccccc32)cc1C (stereo not drawn),1,13,-0.1,-13,0,4,1,-2,-4,-2
CN1CCN(CCCNC(=O)c2ccc(NC(=O)C3=CSCCO3)cc2)CC1,1,13,-0.6,-13,-11,15,0,2,2,-4
CON(C)C(=O)c1ccccc1N(C)C(=O)OC(C)(C)C,1,25,-4.0,-25,13,9,6,-1,1,2
COc1ccc2cc(OCC(=O)NNC(=O)Nc3ccc(F)cc3)ccc2c1,21*,9,-1.6,-9,1,8,2,-3,17,-8
COCC(C)n1c(C)cc(C(=O)COC(=O)c2nn(C)c(=O)c3ccccc23)c1C (stereo not drawn),-12,20,1.1,-20,-13,17,0,1,-17,-1
O=C(O)c1ccccc1/C=N/NC(=O)C1CCCCC1,-2,16,0.4,-16,2,6,-4,6,-4,6
O=C1/C(=C/c2ccncc2)Oc2cc(OS(=O)(=O)c3ccccc3)ccc21,-22,18,6.2,-18,-11,x,0,5,-4,-3
CCCN1CCC(=O)N(CCSc2ccc(NC(C)=O)cc2)CC1,-2,23,-1.5,-23,-10,-7,0,-2,-10,4
COCCCNC(=O)COc1cc(C)c(Cl)c(C)c1,-2,-2,-1.9,2,-13,-11,0,-5,3,-3
C=CCn1c(CC(=O)Nc2cccc(OC)c2)nnc1SCC(=O)NC1CCCCC1,-9,-12,-0.5,12,-5,-2,5,x,-5,8
O=C1N[C@@H](Cc2ccccc2)COC(=O)[C@H](Cc2ccc(F)cc2)CC/C=C/C[C@H]1CC(=O)N(CCO)Cc1ccccc1,0,-29,-2.2,29,5,12,-1,-6,8,-3
Cc1nnc(N/N=C/C(C)c2ccccc2)[nH]c1=O (stereo not drawn),-5,-15,0.0,15,-11,4,2,-3,0,0
O=C(NCCOc1ccccc1)[C@@H]1CCCN1C(=O)c1cccs1,0,2,-0.8,-2,-17,17,1,-5,-2,1
O=C(O)c1ccc(Cn2cnc3sc4c(c3c2=O)CCCC4)cc1,1,4,-9.6,-4,7,7,4,-1,0,6
CN(C)c1ccc(NC(=O)COC(=O)c2cc(Cl)ccc2[N+](=O)[O-])cc1,-6,-8,-1.4,8,12,-2,4,-1,5,3
CCN1Cc2cc(OC)ccc2-c2ccccc2S1(=O)=O,-6,-28,-3.6,28,-4,9,-3,-1,5,-7
O=C(NC1CCCC1)C(c1ccccn1)N(C(=O)c1csnn1)C1CC1 (stereo not drawn),7,-13,-0.4,13,0,-2,-6,1,1,-5
COc1c(S(=O)(=O)N2CCCC2)ccc(Cl)c1Cl,3,-9,-0.8,9,-31,-4,7,x,5,4
COc1cc(C2=NOC(C(=O)Nc3ccc(C)cc3)C2)cc(OC)c1OC (stereo not drawn),-4,13,-0.5,-13,-9,-6,6,x,7,-3
COc1cccc(CNC(=O)C2CCC(=O)N(CCc3cccc(F)c3)C2)c1 (stereo not drawn),-8,3,-1.0,-3,-7,-1,1,0,-3,1
CCN(CC)CCNC(=O)c1ccc2c(=O)n(CCc3ccccc3)c(=O)[nH]c2c1,-10,0,0.0,0,2,x,0,6,2,1
COc1ccc(C(=O)OCCOc2ccccc2C(C)=O)c(O)c1,0,0,1.0,0,19,1,-14,0,16,2
Cc1ccc2nsnc2c1S(=O)(=O)Nc1cccc2nsnc12,-4,x,-2.8,x,-15,-14,0,x,1,1
CCCCNC(=S)Nc1ccc(C(F)(F)F)cc1,0,-6,0.2,6,-14,23,3,11,0,-5
NC(=O)c1ccc2c(c1)OCCO2,-3,13,-1.1,-13,-1,1,7,1,-7,-2
NS(=O)(=O)c1cccc(NC(=O)COC(=O)c2ccccc2SCC(=O)N2CCCC2)c1,-7,-2,1.5,2,9,-5,-6,-2,3,3
CCC(=O)c1ccc(OCC(=O)c2ccc3c(c2)NC(=O)CO3)cc1,0,1,-0.3,-1,-8,-4,10,-4,3,1
Oc1ccc2n[nH]nc2c1,-1,x,0.2,x,-10,5,-1,x,-3,7
CC(=O)c1c(C)[nH]c(C(=O)NCc2ccccc2F)c1C,1,x,1.3,x,-7,2,2,1,-3,-1
Cc1ccccc1C(=O)c1c[nH]c(C(=O)NCc2ccco2)c1,-4,-17,0.7,17,-10,-4,-2,x,-9,0
Cn1c(SCC(=O)N2CCOCC2)nnc1-c1cccc(NC(=O)c2ccccc2)c1,-4,-19,1.2,19,-8,-2,-6,x,4,-1
Cc1ccc2c(COC(=O)c3ccccc3F)cc(=O)oc2c1,-10,8,-2.3,-8,3,20,3,24,-6,0
Cc1cc(C)n(-c2ccc(C(=O)N3CCN(c4ccccn4)CC3)cc2)n1,-4,-34,-0.2,34,-7,1,0,-2,1,0
O=C(CSc1nc2ccc(S(=O)(=O)N3CCOCC3)cc2[nH]1)N1CCOCC1,1,12,0.2,-12,0,1,1,x,2,1
Cc1ccc2occ(C3NC(C(=O)O)CS3)c(=O)c2c1 (stereo not drawn),-1,36,-0.4,-36,-12,3,0,-4,-4,8
CCOC(=O)CSc1nnc(CNc2ccc(Cl)cc2)n1Cc1ccccc1,1,3,0.9,-3,-10,0,-3,-1,12,-2
O=C(Cn1nc(-c2ccccc2)ccc1=O)N1CCOCC1,-8,9,-2.0,-9,8,-6,-1,-2,4,-4
CC(OC(=O)c1ccc(Cl)cc1)C(=O)NCc1ccc2c(c1)OCO2 (stereo not drawn),12,8,-1.8,-8,-16,1,0,-1,8,2
CCOC(=O)C(=O)Nc1ccc(S(=O)(=O)Nc2nccs2)cc1,0,16,-0.5,-16,-7,x,-4,1,0,0
CN(C(=O)c1cccc(NC(=O)Cc2ccc(NC(=O)C3CCN(C(=O)C4CCC4)CC3)cc2)c1)C1CC1,-9,-57,0.0,57,-18,3,0,-2,-9,0
Cc1cc(C)c(C)c(C(=O)C(=O)c2ccccc2)c1,-3,27,-1.6,-27,-9,-4,-1,4,-1,-2
O=C(O)c1ccc(COCC(F)(F)C(F)F)o1,4,6,-2.9,-6,-8,6,-1,x,0,-3
O=C(Nc1ccccc1)c1cccc(C(F)(F)F)c1,-2,-1,-0.3,1,-7,4,5,2,14,0
CC[C@]12c3[nH]c4cc(-c5ccco5)ccc4c3CCN1C(=O)[C@@H](CC(=O)NCc1ccco1)C[C@@H]2C(=O)N1CCN(C(=O)C2CC2)CC1,-12,-7,1.2,7,-9,-7,4.4*,-1,-13,-1
O=c1c2ccccc2nc(SCc2cc(F)cc3c2OCOC3)n1Cc1ccco1,-1,-2,-0.8,2,-9,-3,2,x,-3,1
COc1ccccc1CCc1nnc(CCC(=O)NC(C)Cn2nc(C)cc2C)o1 (stereo not drawn),-1,-26,-0.4,26,-11,-1,2,2,11,6
COc1ccc(S(=O)(=O)n2nc(OC(=O)c3ccc(C)cc3)cc2N)cc1,-6,15,-1.0,-15,-11,-11,-2,0,1,-5
